# Bioassay records from PubChem.
# procasp3 activ – activators of human procaspase-3; P42574; recombinant procaspase-3 D3A, Ac-DEVD-pNA absorbance 405 nm; activation, % at 8.5 µM; actives 0.11% (n = 330,000); AID 463141;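 active = activation above the mean of all tested compounds plus 3 SD, cut at about 21% in these data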;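 also: 0% = DMSO alone and 100% = DMSO wells spiked with extra 5 µM PC-3 D3A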
# Target sequence (P42574 whole entry D9A/D28A/D175A): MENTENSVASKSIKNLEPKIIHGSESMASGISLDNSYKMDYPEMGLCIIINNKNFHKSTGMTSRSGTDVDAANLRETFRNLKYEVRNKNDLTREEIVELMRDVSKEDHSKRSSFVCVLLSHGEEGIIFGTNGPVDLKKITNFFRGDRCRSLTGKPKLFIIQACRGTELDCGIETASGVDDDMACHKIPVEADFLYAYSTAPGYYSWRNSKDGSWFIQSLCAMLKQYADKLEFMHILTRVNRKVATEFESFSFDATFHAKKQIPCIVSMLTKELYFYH
#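 Test system: Procaspase-3 D3A mutant, all three cleavage aspartates alanine | Dosing: Single dose, 8.5 µM nominal compound, 0.8% DMSO | Schedule: 1 h preincubation, 2 h reaction | Technique: 405 nm absorbance of p-nitroaniline, reads at 0 and 120 min | Repeats: One well per compound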
# CIT2-GFP yeast – alters CIT2-GFP fluorescence in TOR pathway yeast screen | S. cerevisiae CIT2-GFP strain, flow cytometry, 3 h; 100 means same as DMSO wells | GFP response vs DMSO, % at 10 µM | actives 0.065% (n = 320,000);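 active = GFP response relative to DMSO above a set limit, near the screen mean plus 3 SD, cut at about 150% in these data; inconclusive = Fewer than 70 cells measured for a yeast strain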;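 also: ratio of well median GFP fluorescence to mean of DMSO wells on the plate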
# LAP4 TOR yeast – modulators of TOR pathway LAP4-GFP in S. cerevisiae | actives 0.34% (n = 320,000) | AID 2023 | S. cerevisiae LAP4-GFP multiplex, flow cytometry GFP, 3 h; median GFP as percent of DMSO wells | GFP response vs DMSO, % at 10 µM;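 active = GFP response vs DMSO above a set limit, about the screen mean plus 3 SD, cut at about 150% in these data; inconclusive = under 70 cell events counted for the yeast strain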
# MEP2 TOR yeast – yeast TOR pathway MEP2-GFP modulation; actives 0.51% (n = 330,000); S. cerevisiae MEP2-GFP strain, flow cytometry GFP, 3 h; 100% = DMSO control level; GFP response vs DMSO, % at 10 µM;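 active = GFP response versus DMSO above a set limit, roughly screen mean plus 3 SD, cut at about 180% in these data; inconclusive = fewer than 70 cells counted for a yeast strain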;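 also: median GFP fluorescence of the barcode-gated MEP2-GFP cells per well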
# RPL19A TOR yeast – modulators of TOR pathway RPL19A-GFP in S. cerevisiae. AID 2025. actives 0.3% (n = 330,000). percent response vs DMSO, % at 10 µM. S. cerevisiae RPL19A-GFP strain, flow cytometry, 3 h; stronger effect = lower value;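 active = percent response vs DMSO below 50%; inconclusive = fewer than 70 events counted for the yeast strain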;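 also: median channel GFP fluorescence of the barcoded RPL19A-GFP strain; ratio of sample median GFP to plate DMSO average so 100% = DMSO; lower means less RPL19A-GFP as with rapamycin TOR inhibition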
# AGP1-GFP MLPCN – modulators of TOR pathway AGP1-GFP in S. cerevisiae; S. cerevisiae AGP1-GFP multiplex flow cytometry, 3 h; GFP as percent of DMSO wells; GFP response vs DMSO, % at 10 µM; actives 0.02% (n = 320,000); AID 2066;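 active = GFP response relative to DMSO above a set limit, near screen average plus 3 SD, cut at about 150% in these data; inconclusive = fewer than 70 cells counted for the yeast strain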;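 also: median GFP channel fluorescence of the gated AGP1 strain per well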
# procasp7 counter – counter-screen: procaspase-7 (human) activation; recombinant procaspase-7, Ac-DEVD-pNA absorbance 405 nm; D23A/D198A/D206A triple mutant, cannot self-cleave; scale: DMSO 0, 5 µM enzyme 100; activation, % at 8.5 µM; AID 463210; P55210; actives 0.093% (n = 330,000);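 active = percent activation above the screen-wide mean plus 3 SD, cut at about 25% in these data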
# Target sequence (P55210 whole entry D23A/D198A/D206A): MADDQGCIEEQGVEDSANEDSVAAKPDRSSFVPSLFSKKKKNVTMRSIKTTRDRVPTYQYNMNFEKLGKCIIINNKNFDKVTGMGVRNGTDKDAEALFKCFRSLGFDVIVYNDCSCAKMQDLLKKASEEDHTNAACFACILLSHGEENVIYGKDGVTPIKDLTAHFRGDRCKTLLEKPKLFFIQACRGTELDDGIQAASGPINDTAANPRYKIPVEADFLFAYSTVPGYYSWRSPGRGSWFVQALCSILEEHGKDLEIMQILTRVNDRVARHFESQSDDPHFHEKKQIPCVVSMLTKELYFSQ
#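 Assay system: Uncleavable procaspase-7 mutant enzyme | Input: 2 µM procaspase-7 mutant as dispensed | Timing: 1 h compound preincubation, 2 h substrate cleavage, 25 °C | Repeats: One well per compound | Control set: DMSO wells as 0%, DMSO with 5 µM added PC-7 as 100% | Technique: Epi-absorbance of released pNA at 405 nm, two timepoints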
# AHR activator – activates the human aryl hydrocarbon receptor. activation, % at 5 µM. AHR-responsive luciferase reporter cells, luminescence. actives 2.5% (n = 320,000). AID 2796. P35869; in the data active = activation above about 47%;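 also: 0% = vehicle wells and 100% = reference agonist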
# Active calls of the source: *; ? = inconclusive; . = no result given; [ ] = remark or other dose.
SMILES,procasp3 activ,CIT2-GFP yeast,LAP4 TOR yeast,MEP2 TOR yeast,RPL19A TOR yeast,AGP1-GFP MLPCN,procasp7 counter,AHR activator
COC(=O)c1cc(C(=O)N(Cc2ccccc2)c2ccccn2)cc([N+](=O)[O-])c1,8,98,94,105,104,95,-1,5
Cc1ccc(C(=O)Oc2coc(CSc3nnc(NC(=O)c4cccs4)s3)cc2=O)cc1,4,92,88,98,98,93,11,0
COc1ccc(CCN2C(=NC(C)=O)SC3CS(=O)(=O)CC32)cc1OC (stereo unspecified),8,95,98,94,95,98,9,-1
Cc1ccc(S(=O)(=O)CC(O)COc2ccc(F)cc2Cl)c(C)c1 (stereo unspecified),10,89,91,93,91,91,1,0
C=CCOc1ccc2ccccc2c1/C=N/O,6,85,118,99,90,89,-6,9
Cc1cc(C)nc(S/C=C/C(=O)c2ccc(F)cc2)n1,-8,95,118,95,91,112,-2,-3
O=C(CN1CCCCCC1)N/N=C/c1ccc2ccccc2c1,.,107,95,110,102,99,.,.
NC(=O)c1ccc(-c2noc(-c3ccccc3F)n2)cc1,-43,98,111,98,92,70,13,-14
N/C(=N\OC(=O)CC1CCCCC1)c1ccc(Br)cc1,-3,98,96,89,103,92,5,-4
CCN(CC)C(=O)c1[nH]cnc1C(=O)Nc1ccc(Cl)cc1,6,89,108,87,94,94,14,75*
O=C(c1ccco1)N1CCN(S(=O)(=O)c2ccccc2)CC1,7,98,87,112,97,96,-2,25
COc1ccc(N/C=C(/C(C)=O)c2ccccc2)cc1,0,100,92,92,95,96,-3,2
C/C(=N/Nc1ccc(C(=O)O)cc1)c1ccc(O)c(O)c1O,-7,92,97,101,98,101,-13,-7
C/C=C/Cn1c(SCc2ccc(Cl)cc2)nc2c1c(=O)[nH]c(=O)n2C,-11,75,85,86,101,91,-7,4
COCCN(C(=O)CCCC(=O)Nc1ccccn1)C(C(=O)NC1CCCCC1)c1ccc(C)cc1 (stereo unspecified),5,95,89,125,92,108,14,0
Cn1c(CCN2CCCCC2)nc2cc([N+](=O)[O-])ccc21,5,86,76,95,113,90,-4,-1
CCNS(=O)(=O)c1ccc(NC(=O)c2ccc(Cn3cc(Br)cn3)o2)cc1,5,83,90,94,93,91,-6,15
O=C(c1ccc(C(=O)N2CCN(c3ccccc3F)CC2)nc1)N1CCN(c2ccccc2F)CC1,4,95,104,98,95,99,3,0
O=C(c1ccc(Cn2cnnn2)cc1)N1CCCC(Nc2ccc(F)c(F)c2)C1 (stereo unspecified),2,104,97,109,104,102,-6,0
Cc1ccccc1Cn1cnc2c(oc3ccccc32)c1=O,8,92,112,89,95,102,5,-6
CC(C)(C(=O)Nc1nccs1)c1ccccc1,-2,92,104,98,89,104,6,2
O=C(O)c1cc(-c2ccccc2Cl)n(-c2ccccc2)n1,2,92,105,92,94,95,1,0
CC[C@]12c3[nH]c4ccccc4c3CCN1C(=O)C(CC(=O)NCc1cccc(C(F)(F)F)c1)C[C@@H]2C(=O)N1CCN(C(=O)c2ccco2)CC1 (stereo partly specified),-4,95,93,97,99,94,-2,2
Cc1ccc(C)c(OCCC(=O)Nc2cccc(S(=O)(=O)N3CCCCC3)c2)c1,-16,97,102,107,99,99,6,1
Cc1cccc(-c2nc(CS(=O)CC(=O)NC3CCCCC3)c(C)o2)c1 (stereo unspecified),-1,105,96,97,95,99,5,1
# Carrying on:
SMILES,procasp3 activ,CIT2-GFP yeast,LAP4 TOR yeast,MEP2 TOR yeast,RPL19A TOR yeast,AGP1-GFP MLPCN,procasp7 counter,AHR activator
COc1ccc(-c2cc(C(F)(F)F)nc(SCCC(=O)NCc3ccco3)n2)cc1,0,110,113,106,103,107,8,-1
COC(=O)c1cc(NC(=O)Cc2ccc(OC)cc2)cc(C(=O)OC)c1,-5,105,93,105,89,100,6,0
COc1c(C)cc(C(=O)C2CCCN(Cc3ccc(Oc4ncccn4)cc3)C2)cc1C (stereo unspecified),-5,98,118,102,102,104,1,3
CC(SCc1ccccc1)C(=O)N/N=C/c1ccc2c(c1)OCO2 (stereo unspecified),0,94,100,105,101,98,2,18
Cc1cc(=O)oc(C)c1C(=O)NCc1cccnc1,1,98,101,104,93,98,-1,0
O=C(NCC(=O)N(CCN1CCOCC1)C(C(=O)NC1CCCC1)c1cccs1)c1ccco1 (stereo unspecified),-13,92,108,118,100,99,5,8
CCOC(=O)c1c(NC(=O)OC)sc(C(=O)N(C)C)c1C,-8,107,105,110,100,.,-11,3
CCOC(=O)COc1cc(OCC(=O)OCC)c2c(=O)cc(-c3ccccc3)oc2c1,10,96,104,110,98,102,14,0
CN(C1CCS(=O)(=O)C1)S(=O)(=O)c1cccc2nsnc12 (stereo unspecified),0,98,106,102,105,112,5,2
Cc1sc(NC(=O)c2ccccc2)c(C(=O)N2CCN(C)CC2)c1C,3,104,97,104,.,101,-5,5
O=c1c2ccccc2nc2n1C(CSc1ccccc1)CS2 (stereo unspecified),3,98,108,101,95,97,1,-2
Cc1cc(OCCCCOc2ccc(C#N)cc2)ccc1[N+](=O)[O-],-5,95,96,104,102,98,-6,-2
Cc1c(Cl)cccc1NC(=S)N(CCCN1CCOCC1)Cc1ccco1,-2,91,93,96,96,92,-1,2
CSc1ccccc1C(=O)OCC(=O)N1CCCCCC1,0,108,104,105,99,105,-1,0
OCCC1CN(Cc2cccn2-c2ncccn2)CCN1Cc1ccc(F)cc1 (stereo unspecified),9,97,99,103,94,100,10,-1
c1ccc(COc2ccc(OCCN3CCCCC3)cc2)cc1,1,104,92,94,103,98,8,-3
CC(C)=CCc1c(O)cc(O)c2c(=O)c(O[C@@H]3O[C@@H](C)[C@H](O)[C@@H](O)[C@H]3O)c(-c3ccc(O)cc3)oc12,-5,91,96,92,104,97,-6,6
COc1ccc(NC(=O)COC(=O)c2cc(SC)ccc2Cl)c(OC)c1,-5,99,98,102,102,101,-1,-2
O=C(Oc1cccc2ccccc12)c1cc(Cl)nc2ccccc12,3,95,90,93,102,94,-5,11
CC(OC(=O)c1ccccc1Br)C(=O)Nc1nc(-c2cccc([N+](=O)[O-])c2)cs1 (stereo unspecified),5,104,98,102,100,106,6,-1
Cc1ccc2nc(N/N=C/c3ccccc3C#N)nc(-c3ccccc3)c2c1,-4,109,108,106,102,108,-7,-2
N#Cc1c(-c2ccc(F)cc2)c2c([nH]c1=O)-c1ccccc1OC2,-1,93,102,102,93,92,0,1
CCOC(=O)C1=C(C)NC(=O)NC1c1ccc(OC)c(Cl)c1 (stereo unspecified),0,90,93,104,97,97,6,-1
C=CCN(c1ccc(C(=O)NCCc2ccccc2)cc1)S(C)(=O)=O,-2,98,94,100,98,.,-3,4
COc1ccc2cc(CCNC(=O)CC(C)(C)C)c(=O)[nH]c2c1,-4,79,79,97,115,85,1,1

# Part of the list above, with two lines to a compound.
# Values in the order: procasp3 activ | CIT2-GFP yeast | LAP4 TOR yeast | MEP2 TOR yeast | RPL19A TOR yeast | AGP1-GFP MLPCN | procasp7 counter | AHR activator
> CSc1ccccc1C(=O)OCC(=O)N1CCCCCC1
    0 | 108 | 104 | 105 | 99 | 105 | -1 | 0
> OCCC1CN(Cc2cccn2-c2ncccn2)CCN1Cc1ccc(F)cc1 (stereo unspecified)
    9 | 97 | 99 | 103 | 94 | 100 | 10 | -1

# Following part.
SMILES,procasp3 activ,CIT2-GFP yeast,LAP4 TOR yeast,MEP2 TOR yeast,RPL19A TOR yeast,AGP1-GFP MLPCN,procasp7 counter,AHR activator
CCOC(=O)C1CCCN(c2c(NCCCN(C)Cc3ccccc3)c(=O)c2=O)C1 (stereo unspecified),3,84,91,94,94,92,-5,-1
O=S(=O)(N1CCCCC1)N1CCN(c2ccc(F)cc2)CC1,-5,87,112,101,99,98,9,-1
CCCNC(=O)Nc1nc(CC(=O)OCC)cs1,1,104,93,96,103,103,-10,1
Cc1ccc(Cn2nnc3c(=O)[nH]c(C4CCCN(C(=O)Nc5ccc(F)cc5F)C4)nc32)cc1 (stereo unspecified),-11,93,95,98,96,101,1,-2
COc1cc(/C(C)=N/NC(=O)CSc2nncn2C)ccc1OCc1ccccc1Cl,11,91,96,103,101,97,6,20
Cc1cccc(CCNC(=O)CCCOc2cc(=O)n(C)c3ccccc23)c1,-1,89[may fluoresce red],?,91[may fluoresce red],?,89[may fluoresce red],1,5
O=C(Nn1c(=S)[nH]c2ccccc2c1=O)c1ccncc1,-1,94,94,100,92,94,4,1
O=C(c1ccccc1Cc1ccccc1)N1CCN(S(=O)(=O)c2ccccc2F)CC1,4,95,97,97,94,97,3,-1
O=C(Nc1ccc(S(=O)(=O)Nc2ccccc2F)cc1)N1CCCCC1,-5,113,112,109,108,107,19,-2
COc1ccc(CC(=O)O/N=C(\N)c2ccccn2)cc1,-1,102,102,98,94,99,6,7

# Among those listed so far, these have a Cl atom:
SMILES,procasp3 activ,CIT2-GFP yeast,LAP4 TOR yeast,MEP2 TOR yeast,RPL19A TOR yeast,AGP1-GFP MLPCN,procasp7 counter,AHR activator
Cc1ccc(S(=O)(=O)CC(O)COc2ccc(F)cc2Cl)c(C)c1 (stereo unspecified),10,89,91,93,91,91,1,0
CCN(CC)C(=O)c1[nH]cnc1C(=O)Nc1ccc(Cl)cc1,6,89,108,87,94,94,14,75*
C/C=C/Cn1c(SCc2ccc(Cl)cc2)nc2c1c(=O)[nH]c(=O)n2C,-11,75,85,86,101,91,-7,4
O=C(O)c1cc(-c2ccccc2Cl)n(-c2ccccc2)n1,2,92,105,92,94,95,1,0
Cc1c(Cl)cccc1NC(=S)N(CCCN1CCOCC1)Cc1ccco1,-2,91,93,96,96,92,-1,2
COc1ccc(NC(=O)COC(=O)c2cc(SC)ccc2Cl)c(OC)c1,-5,99,98,102,102,101,-1,-2
O=C(Oc1cccc2ccccc12)c1cc(Cl)nc2ccccc12,3,95,90,93,102,94,-5,11
CCOC(=O)C1=C(C)NC(=O)NC1c1ccc(OC)c(Cl)c1 (stereo unspecified),0,90,93,104,97,97,6,-1
COc1cc(/C(C)=N/NC(=O)CSc2nncn2C)ccc1OCc1ccccc1Cl,11,91,96,103,101,97,6,20
